# Bioassay records: PubChem, Sanford-Burnham Center for Chemical Genomics
# mIAP activ – increases mouse intestinal alkaline phosphatase activity; actives 0.24% (n = 330,000); muIAP, CDP-Star luminescence, 30 min; stronger effect = higher value; 1 = vehicle-only enzyme signal, 0 = enzyme-free wells; activation factor at 10 µM; AID 2805;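 active = activation factor of at least 2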; note: the source names both 10 and 20 µM as test concentration; values of inactives mirror those of a sister screen read the other way
#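 System: Mouse IAP enzyme | Also added: CDP-Star substrate | Dosing: Compounds dispensed in DMSO | Schedule: 30 min enzyme-substrate-compound incubation at room temperature | Technique: Chemiluminescence readout | Control set: DMSO-only wells and no-enzyme negative control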
# beta cell repl – inducers of beta-cell replication in MIN6 cells | actives 0.29% (n = 330,000) | MIN6 cells proliferation, ATPlite luminescence, 48 h; cells starved in 0.2% serum; 100% = growth in 10% serum | proliferation, % at 10 µM | AID 2380;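 active = compounds whose signal lies at least 3.5 SD above the mean of all wells on their plate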;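 note: 0% = DMSO-treated cells in low-serum medium and 100% = 10% serum control; some compounds called inactive have numbers as strong as hits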
# ATG4B inhibitor – blocks human ATG4B protease cleavage of LC3 substrate. Q9Y4P1. ATG4B cleavage of LC3-PLA2, NBD-HPC fluorescence, 1 h. inhibition, % at 8.33 µM. actives 0.51% (n = 340,000); in the data active = inhibition above about 40%
# Target sequence (Q9Y4P1 whole entry, looked up): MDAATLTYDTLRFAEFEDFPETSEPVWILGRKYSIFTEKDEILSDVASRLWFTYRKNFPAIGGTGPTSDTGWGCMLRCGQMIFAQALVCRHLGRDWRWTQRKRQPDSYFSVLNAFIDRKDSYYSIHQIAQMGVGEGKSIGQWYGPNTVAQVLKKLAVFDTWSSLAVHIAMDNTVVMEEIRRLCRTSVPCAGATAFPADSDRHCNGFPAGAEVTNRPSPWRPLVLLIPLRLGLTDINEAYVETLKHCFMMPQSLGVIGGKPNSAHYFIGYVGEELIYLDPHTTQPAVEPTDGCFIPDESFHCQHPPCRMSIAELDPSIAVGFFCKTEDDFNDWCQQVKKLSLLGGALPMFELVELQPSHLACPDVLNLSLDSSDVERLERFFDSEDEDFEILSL
# A3A deaminase – blocks human APOBEC3A ssDNA deamination; actives 0.41% (n = 330,000); P31941; recombinant A3A, FAM/TAMRA ssDNA deamination fluorescence; AID 493011; inhibition, % at 20 µM;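 active = at least 40% inhibition at 20 µM here, with at most 30% in a related deaminase screen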;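 note: plate controls were A3A with DMSO for no effect and wells lacking A3A enzyme for full effect; some results filed as inactive read as strong as hits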
# Target sequence (P31941 whole entry, looked up): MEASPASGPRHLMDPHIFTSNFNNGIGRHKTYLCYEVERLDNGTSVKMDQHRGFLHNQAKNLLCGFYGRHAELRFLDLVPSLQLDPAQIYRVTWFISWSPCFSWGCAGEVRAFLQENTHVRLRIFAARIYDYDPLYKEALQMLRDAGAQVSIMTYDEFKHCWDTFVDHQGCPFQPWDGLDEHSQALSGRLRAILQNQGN
# APOBEC3G inh – inhibitors of human APOBEC3G DNA deaminase; Q9HC16; AID 493012; inhibition, % at 20 µM; actives 0.28% (n = 330,000); recombinant A3G, ssDNA deamination FAM/TAMRA fluorescence;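 active = inhibition of at least 40% at 20 µM, with no more than 30% in the related APOBEC3A deaminase screen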;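 note: plate controls were DMSO wells with A3G for no effect and wells lacking A3G enzyme for full effect; some compounds called inactive have numbers as strong as hits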
# Target sequence (Q9HC16 whole entry, looked up): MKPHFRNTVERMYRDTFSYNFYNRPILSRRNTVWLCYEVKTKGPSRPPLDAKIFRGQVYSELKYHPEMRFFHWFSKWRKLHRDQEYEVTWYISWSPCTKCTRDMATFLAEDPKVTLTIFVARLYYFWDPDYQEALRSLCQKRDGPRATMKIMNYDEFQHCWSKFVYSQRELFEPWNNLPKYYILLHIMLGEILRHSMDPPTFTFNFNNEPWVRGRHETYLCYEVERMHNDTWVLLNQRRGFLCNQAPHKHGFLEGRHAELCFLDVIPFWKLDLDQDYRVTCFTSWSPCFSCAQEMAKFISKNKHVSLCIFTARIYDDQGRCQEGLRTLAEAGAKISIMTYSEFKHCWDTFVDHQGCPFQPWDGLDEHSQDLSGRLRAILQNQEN
# hIAP inh – blocks human intestinal alkaline phosphatase; inhibition, % at 10 µM; actives 0.12% (n = 330,000); purified IAP, CDP-Star luminescence, 30 min; P09923; AID 2544;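 active = inhibition reaching a set limit with compound at 10 µM in the primary screen, cut at about 35% in these data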;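 note: plate controls were DMSO wells with enzyme for no effect and no-enzyme buffer wells for full effect; values of inactives mirror those of a sister screen read the other way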
# hIAP activ – human IAP activation; P09923; purified human IAP, CDP-Star luminescence, 30 min; stronger effect = higher value; 1 = vehicle-only enzyme, 0 = enzyme-free background; activation factor at 10 µM; actives 0.16% (n = 330,000); AID 2524;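 active = activation factor of the enzyme at least 2-fold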; note: the source names both 10 and 20 µM as test concentration; values of inactives mirror those of a sister screen read the other way
# MPTP block – permeability transition pore inhibition; isolated mouse mitochondria, Ca2+ swelling absorbance, 30 min; inhibition, % at 10 µM; actives 1.4% (n = 360,000); AID 602449;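 active = inhibition of 50% or more, scaled per plate between neutral and stimulator controls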;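 note: 0% = DMSO wells given calcium and 100% = 1 mM EGTA wells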
# mIAP inh – mouse IAP inhibition | purified mouse IAP, CDP-Star luminescence, 30 min | AID 2806 | actives 0.2% (n = 330,000) | inhibition, % at 10 µM;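 active = inhibition of at least 40% at 10 µM in the primary screen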;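 note: plate controls were DMSO with enzyme for no effect and no enzyme wells for full effect; values of inactives mirror those of a sister screen read the other way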
# * marks the source's active call; other numbers are inactive results; x = no result given.
SMILES,mIAP activ,beta cell repl,ATG4B inhibitor,A3A deaminase,APOBEC3G inh,hIAP inh,hIAP activ,MPTP block,mIAP inh
CC(=O)c1sc2nc(-c3ccco3)ccc2c1N,0.41,-1,8,100,91,-19,1.2,4.9,59*
O=C(NCCN1CCOCC1)C1CC(=O)N(c2ccc(F)cc2)C1 (configuration not stated),1,0,-12,0,-3,4,0.96,1.2,-1
Cc1ccc(-n2c(SCC(=O)Nc3ccc4c(c3)OCCO4)nnc2-c2ccco2)cc1,1.1,-1,-2,4,-5,-23,1.2,-5.6,-6
COc1ccc2c(C)c(CC(=O)N3C[C@H]4C[C@@H](C3)c3cccc(=O)n3C4)c(=O)oc2c1OC,0.9,-1,-25,-1,-6,14,0.86,2.1,10
CCOc1ccc2oc(C(=O)N3CCCN(C)CC3)c(C)c2c1,1.1,-4,-9,-4,-7,19,0.81,-1.1,-11
O=C(c1ccco1)N1CCN(C(=O)c2cc3cc([N+](=O)[O-])ccc3oc2=O)CC1,1.1,-2,2,8,-11,15,0.85,0.6,-7
CC12CC(NC(=O)N1c1cccc(C(=O)NCc3ccccc3)c1)c1ccccc1O2 (configuration not stated),1.1,-2,x,-1,-7,-8,1.1,x,-6
CC1CCN(C(=S)NC(=O)c2ccc(C(C)(C)C)cc2)CC1,1,-3,7,-5,-9,15,0.85,-3.4,0
Cc1ccc(-c2cc(C(=O)NCc3ccco3)c3ccccc3n2)s1,0.97,-3,-2,8,-4,5,0.95,-1.2,3
Cc1ccccc1N1CCN(C2CCCN(C(=O)CCn3cnnn3)C2)CC1 (configuration not stated),0.9,0,-3,1,-2,-14,1.1,0.9,10
CCc1nnc(NC(=O)CSc2nnc(C3CCCCC3)n2-c2ccccc2)s1,1.1,-1,-11,3,-7,-9,1.1,-1.5,-5
COc1cc2c3c(c1OC)C1(C=CC(=NNC(N)=O)C=C1)CC3N(C(C)=O)CC2 (configuration not stated),0.94,1,-5,-1,-5,-7,1.1,0.5,6
Cc1ccc(NC(=O)CN(C)C(=O)Cc2ccc(Cl)c(Cl)c2)cc1,1,-2,0,-3,-8,13,0.87,0.1,-3
C/C(CC(=O)NC(C)c1ccccc1)=N\NC(N)=S (configuration not stated),1.1,2,0,-1,-2,-7,1.1,0.2,-6
CC(=O)NNC(=S)Nc1cc(S(=O)(=O)N(C)C)ccc1C,0.94,-2,37,-4,-10,-82,1.8,-2.0,6
CCOC(=O)[C@@H]1[C@H]2COc3ccc(Br)cc3[C@@H]2N2C(=O)N(c3ccccc3)C(=O)[C@@]12C,1,0,-3,-4,-12,10,0.9,1.3,-1
CCc1ccccc1NS(=O)(=O)c1cc2c3c(c1)CCN3C(=O)CC2,0.93,1,3,5,-2,-1,1,-3.0,7
CCOc1ccc(NC(=O)c2sc(N3CCOCC3)nc2-c2ccccc2)cc1,1,1,-4,0,-7,8,0.92,-1.4,-3
CC(C)Oc1cccc(OCCN2C(=O)c3ccccc3C2=O)c1,1.2,1,4,-5,-10,-26,1.3,1.3,-20
O=C(CSc1nnc(Cc2cc(=O)[nH]c(=O)[nH]2)n1-c1ccccc1)N1CCCCC1,0.9,-1,2,-3,-4,-2,1,-2.8,10

# An excerpt from above in order of SMILES length, smallest number first:
SMILES,mIAP activ,beta cell repl,ATG4B inhibitor,A3A deaminase,APOBEC3G inh,hIAP inh,hIAP activ,MPTP block,mIAP inh
Cc1ccccc1N1CCN(C2CCCN(C(=O)CCn3cnnn3)C2)CC1 (configuration not stated),0.9,0,-3,1,-2,-14,1.1,0.9,10
CCc1nnc(NC(=O)CSc2nnc(C3CCCCC3)n2-c2ccccc2)s1,1.1,-1,-11,3,-7,-9,1.1,-1.5,-5
O=C(CSc1nnc(Cc2cc(=O)[nH]c(=O)[nH]2)n1-c1ccccc1)N1CCCCC1,0.9,-1,2,-3,-4,-2,1,-2.8,10

# (more compounds)
SMILES,mIAP activ,beta cell repl,ATG4B inhibitor,A3A deaminase,APOBEC3G inh,hIAP inh,hIAP activ,MPTP block,mIAP inh
O=C(CCCOC(=O)c1ccc(O)cc1O)c1ccc(F)cc1,0.94,-3,4,2,-11,10,0.9,0.0,6
COc1ccc(C(=O)N/C(=C\c2ccccc2)C(=O)N2CCOCC2)cc1,0.93,-1,5,2,-5,-1,1,-0.8,7
CCOC(=O)CC(NC(=O)c1cc2cc(Br)ccc2oc1=O)c1cccc([N+](=O)[O-])c1 (configuration not stated),0.94,3,13,7,-3,21,0.79,0.7,6
O=C1CCCc2sccc2N1,0.96,-1,-4,-3,-10,-3,1,-1.7,4
Cc1ccc(NS(=O)(=O)c2ccc(C(=O)N3CCCCCC3)cc2)cc1,0.96,-1,-5,-2,-11,-6,1.1,2.1,4
O=C(NCC(=O)N1CCCC(C(F)(F)F)C1)c1ccc(Oc2ccccc2)cc1 (configuration not stated),1,-2,2,-1,1,-10,1.1,-0.3,0
CCOC(=O)C1CCN(C(=O)COc2ccc(S(=O)(=O)NC(C)(C)C)cc2)CC1,0.88,5,5,5,0,-14,1.1,-0.5,12
CN(CC(=O)N1CCN(c2cccc(Cl)c2)CC1)S(=O)(=O)c1cccs1,0.95,-3,-2,1,4,12,0.88,-1.2,5
Cn1c(=O)c(=O)n(C)c2cc(S(=O)(=O)N3CCN(c4ccc(F)cc4)CC3)ccc21,0.96,-1,-6,0,0,-23,1.2,3.0,4
CC[n+]1c(C)sc2c3ccsc3ccc21,1.1,-6,-4,29,20,-37,1.4,-0.2,-7
NC(=O)c1cc(S(=O)(=O)NCCCc2ccccc2)cs1,0.98,-1,-5,-2,-10,-4,1,1.7,2
COc1ccccc1CNC(=O)COC(=O)c1cccc(S(=O)(=O)N2CCOCC2)c1,0.93,3,-2,31,-3,-2,1,-1.8,7
Cc1nc(NC(=O)/C=C/c2ccccc2)sc1C(=O)Nc1ccccc1,1,-3,-13,4,1,-19,1.2,1.0,-3
Cc1cc(C)cc(NCc2cc(=O)oc3cc(-c4ccccc4)c(O)cc23)c1,0.89,0,-2,1,-4,7,0.93,12,11
CCCCC(=O)NC(=O)NC(c1ccccc1)c1ccccc1,1.1,-3,-2,0,-2,-8,1.1,-1.6,-9
Cc1ccc2nc(-c3ccccc3NC(=O)CCC(=O)O)c(=O)[nH]c2c1,0.95,3,-4,-7,2,-9,1.1,-1.3,4
O=C1CCCC2=C1C1(O)C(=O)c3ccccc3C1(O)O2 (configuration not stated),0.98,-1,-1,-2,-1,24,0.76,-0.4,2
CCC1Oc2ccc(C)cc2N(CC(=O)N2CCOCC2)C1=O (configuration not stated),0.89,-1,-2,1,-4,0,1,-1.6,11
CCN(CC)S(=O)(=O)c1cccc(C(=O)OCC(=O)NC(C)c2ccccc2)c1 (configuration not stated),0.91,-1,-2,0,-4,12,0.89,-0.5,9
Cc1ccc2[nH]c(=O)c(C(c3nnnn3C(C)(C)C)N3CCN(C(=O)c4ccco4)CC3)cc2c1 (configuration not stated),0.89,-1,-6,-3,-4,-72,1.7,-0.5,11
CCn1c(SCC(=O)O)nc2ccccc21,1.2,-3,-7,-6,-11,-8,1.1,0.2,-22
CC(NC(=O)COC(=O)c1cc(NS(=O)(=O)c2ccc(Cl)c([N+](=O)[O-])c2)ccc1O)C1CC2CCC1C2 (configuration not stated),0.99,-5,1,5,3,-2,1,61*,1
CC(=O)Nc1ccccc1Sc1ccc2c3c(cccc13)C(=O)N(c1ccc(C)cc1)C2=O,1.1,0,2,-2,-1,11,0.89,5.5,-6
O=C(O)CCSc1nc2ccccc2n1CCOc1ccccc1,1,-3,6,-5,-9,-5,1,-1.1,-4
Cc1ccc(NCc2nc(SCC(=O)Nc3ccccc3)n[nH]2)cc1,0.92,-3,-3,-9,-4,5,0.95,-0.9,8
CNC[C@H]1Oc2ccc(NC(=O)C3CCCCC3)cc2CC(=O)N([C@H](C)CO)C[C@@H]1C,1.2,-3,1,0,-6,7,0.93,0.6,-22
CCN(CC)c1ccc([N+](=O)[O-])cc1C(=O)N1CCOCC1,1.1,-1,-5,-4,-6,2,0.97,-1.8,-6
Cc1nc2ccccc2n1CC(=O)OCC(=O)N1CCC(C)CC1,0.95,0,-2,2,-2,-4,1,0.8,5
NC(=O)C(CC(=O)O)NC(=O)[C@@H]1CCOc2c(I)cc([N+](=O)[O-])cc2C(=O)N[C@@H](CCC(=O)O)C(=O)N[C@@H](CO)C(=O)N1 (some centres not stated),1.1,-4,11,4,-6,-13,1.1,x,-10
CCOCCCN1C(=O)CN(C2CCCCC2)C(=O)C1c1ccc(OCC)c(OC)c1 (configuration not stated),0.91,5,-3,-2,-4,-14,1.1,0.0,9
O=C(c1ccccc1F)N1CCN(c2ccc([N+](=O)[O-])c(NCC3CCCO3)c2)CC1 (configuration not stated),0.88,2,-18,0,-3,-7,1.1,3.1,12
COc1cccc(CN2CCc3[nH]c(=S)[nH]c(=O)c3C2)c1,0.93,-4,-2,0,-5,-10,1.1,1.1,7
O=C(CC12CC3CC(CC(C3)C1)C2)NCCN1CCOCC1,0.98,0,-6,0,-7,-68,1.7,-1.4,2
COc1ccc(/C=C/C(=O)NCCOc2ccc(C)cc2)cc1,1,0,-10,-1,-8,-2,1,2.6,0
COc1cc(C2NC(=S)NC(c3ccccc3)=C2C(C)=O)ccc1O (configuration not stated),1.1,-2,-13,-3,-8,4,0.96,-0.4,-6
Cc1ccc(-c2nnc(SCC(C)C)n2C)cc1,0.92,-3,-3,1,-1,-8,1.1,0.4,8
CC(=O)c1cccc(NC(=O)C(C)OC(=O)c2cc(C)oc2C)c1 (configuration not stated),0.96,1,0,1,-3,-11,1.1,-0.5,4
CC(=O)NC(Cc1ccc(F)cc1)C(=O)NC1CCN(C(=O)NCc2ccccc2)CC1 (configuration not stated),0.99,-2,6,-2,-7,-2,1,-1.0,1
CCN(CC)C(=S)NCCc1ccccc1,1.1,-1,-2,-3,-5,-17,1.2,1.7,-8
C[C@@H](CN1C2=NC[C@H](C)N2C[C@H]1Cc1ccc(O)cc1)NC(=O)CCC1CCCCC1,1.1,-2,-2,-6,-14,-11,1.1,0.0,-8
COc1cccc(N2CCN(C(=O)c3cc(-c4ccccc4)nc4c3cnn4C(C)C)CC2)c1,0.85,-5,-4,-2,-4,14,0.86,-0.8,15
Cc1ccc(CNC(=O)C2CC(c3ccccc3[N+](=O)[O-])=NO2)o1 (configuration not stated),1.1,-3,4,-1,-8,14,0.85,-0.8,-7
COc1ccc([C@H]2CC(=O)C=C(c3cc(Br)ccc3OC)C2)cc1,0.91,-4,0,2,-1,4,0.96,1.3,9
CCN(CC)C(=O)N1CCN(C(=O)N2CCOCC2)CC1,1,1,0,-2,-13,4,0.96,-4.5,-1
Cc1ccc(S(=O)(=O)NC(CC(C)C)C(=O)N2CCCCCCC2)cc1 (configuration not stated),1,3,-8,-4,-9,0,1,0.2,0
COc1ccccc1N(CC(=O)Nc1ccc(Br)cc1F)S(=O)(=O)c1cccs1,0.94,-6,-5,-4,-12,0,0.99,-0.5,6
CCCCN(C(=O)C1CCCO1)c1c(N)n(CC(C)C)c(=O)[nH]c1=O (configuration not stated),0.93,-1,2,-1,-3,-13,1.1,-3.3,7
Cc1ccc(CNC(=O)CCC2CCCN(C(=O)c3ccc4c(c3)OCO4)C2)o1 (configuration not stated),0.98,1,0,-3,-5,9,0.91,0.2,2
COc1ccccc1N1C(=O)N(C(C)=O)C2C1Nc1ccccc1N2C (configuration not stated),0.81,-3,-4,-5,0,9,0.91,2.7,20
